SUMO1-SIM PPI = modulators of SUMO1 protein-protein interactions, primary screen, biochemical, uHTS; inhibition, % at 20 µM; SUMO1 binding to a labelled peptide, TR-FRET, 1 h; Small ubiquitin-related modifier 1 (Homo sapiens), P63165; 0.33% of 360,000 active; in the data active = inhibition above about 37%
Target sequence (P63165 whole entry, looked up): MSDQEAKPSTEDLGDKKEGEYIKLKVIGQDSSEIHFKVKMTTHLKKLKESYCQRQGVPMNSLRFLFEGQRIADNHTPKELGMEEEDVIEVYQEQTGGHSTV
Rpn11 block = Rpn11 (PSMD14) deubiquitinase inhibitors, primary screen, biochemical, fluorescence polarization, uHTS | 26S proteasome non-ATPase regulatory subunit 14 (Homo sapiens), O00487 | human 26S proteasome, Ub4-pepOG fluorescence polarization; 20S core pre-blocked with epoxomicin | calls only at 20 µM | 0.59% of 360,000 active | AID 588493, 2011;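 active = inhibition at 20 µM, scaled to each plate's controls, above about 33%, limit read from the data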
Scp1 inh = Scp-1 phosphatase inhibitors, primary screen, biochemical, colorimetric, uHTS; AID 493091, 2011; Recombinant Scp1, phosphopeptide, malachite green phosphate absorbance; inhibition, % at 20 µM; 0.88% of 340,000 active;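 active = inhibition above about 50% at 20 µM, limit read from the data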;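 also: plate controls were DMSO wells with enzyme for no effect and wells lacking enzyme for full effect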
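System: SCP-1 catalytic domain; Reagent: Phospho 17-mer peptide substrate; Doses: one concentration, 20 µM, with 1.0% DMSO; Incubation: 45 min room-temperature reaction, 5 min colour, 30 min stabiliser; Signal: Phosphate-binding colour reagent, absorbance read at 630 nm.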
NadD inh = inhibitors of S. aureus NadD, primary screen, biochemical, colorimetric, uHTS; inhibition, % at 20 µM; Nicotinate-nucleotide adenylyltransferase NadD (Staphylococcus aureus N315); purified NadD enzyme, colorimetric absorbance read-out; 0.78% of 360,000 active; in the data active = inhibition above about 26%; also: some compounds past the cut are filed as inactive
DNMT1 block = human DNMT1 methyltransferase inhibitors, primary screen, biochemical, molecular beacon, fluorescence, HinP1I cleavage, uHTS; 0.83% of 360,000 active; AID 588458, 2011; inhibition (reported as % activation of signal), % at 10 µM; DNA (cytosine-5)-methyltransferase 1 (Homo sapiens), P26358; in the data active = inhibition above about 50%
LMPTP block = LMPTP phosphatase inhibitors, primary screen, biochemical, fluorescence intensity, uHTS; AID 651560, 2012; recombinant LMPTP-A, OMFP fluorogenic substrate; 0.22% of 360,000 active; inhibition, % at 20 µM; Low molecular weight phosphotyrosine protein phosphatase (Homo sapiens), P24666;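 active = compounds that cut the enzyme signal by at least half of the control window in the single-dose screen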;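 also: plate controls were DMSO wells with enzyme plus substrate for no effect and substrate without enzyme for full effect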
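Buffer or medium: Bis-Tris pH 6.0, DTT, detergent; Assay system: LMPTP-A enzyme; Quantity: 0.625 nM enzyme; Detection: endpoint fluorescence intensity; Times: 50 min dark incubation at room temperature; Controls: substrate-only low control, DMSO enzyme-plus-substrate high control; Doses: single 20 µM dose; Read-out: percent inhibition versus substrate-only and uninhibited controls; Reagent: 400 µM OMFP.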
STEP inh = STEP phosphatase inhibitors, primary screen, biochemical, fluorescence intensity, uHTS | Tyrosine-protein phosphatase non-receptor type 5 (Homo sapiens), P54829 | recombinant STEP, OMFP fluorogenic substrate | inhibition, % at 20 µM | 0.25% of 360,000 active | AID 588621, 2011;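 active = inhibition at 20 µM, scaled per plate between control wells, above about 37%, limit read from the data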;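 also: 0% = DMSO with enzyme and substrate and 100% = substrate only without enzyme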
Target sequence (P54829 whole entry, looked up): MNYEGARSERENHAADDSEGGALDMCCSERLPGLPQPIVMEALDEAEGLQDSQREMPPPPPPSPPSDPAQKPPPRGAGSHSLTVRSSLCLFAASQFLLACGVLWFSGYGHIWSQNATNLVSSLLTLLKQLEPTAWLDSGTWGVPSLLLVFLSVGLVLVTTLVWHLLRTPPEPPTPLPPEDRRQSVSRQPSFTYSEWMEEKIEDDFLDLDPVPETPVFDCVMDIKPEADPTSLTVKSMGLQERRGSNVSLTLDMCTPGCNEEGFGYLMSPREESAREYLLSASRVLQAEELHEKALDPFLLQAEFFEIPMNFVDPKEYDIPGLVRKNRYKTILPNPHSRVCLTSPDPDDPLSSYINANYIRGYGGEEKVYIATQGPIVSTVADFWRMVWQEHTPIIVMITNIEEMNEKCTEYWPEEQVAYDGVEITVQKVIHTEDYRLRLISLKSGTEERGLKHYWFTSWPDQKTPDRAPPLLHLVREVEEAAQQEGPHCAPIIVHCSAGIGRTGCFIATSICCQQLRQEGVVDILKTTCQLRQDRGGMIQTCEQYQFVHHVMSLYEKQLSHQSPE
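System: STEP phosphatase, cell-free reaction; Buffer or medium: Bis-Tris pH 6.0 buffer with DTT, detergent; Incubation: 20 min at room temperature, dark; Measured by: fluorescence, 480/540 nm.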
Rin1 Abl inh = inhibitors of Rin1-Abl protein binding, primary screen, biochemical, TR-FRET; AID 588664, 2011; inhibition, % at 7.35 µM; 0.4% of 360,000 active; Tyrosine-protein kinase ABL1 (Homo sapiens) + Ras and Rab interactor 1 (Homo sapiens), …; in the data active = inhibition above about 5%, passing the limit was not always enough
Neddylation inh = inhibitors of cullin neddylation, primary screen, biochemical, TR-FRET, uHTS, NAE and Ubc12; NEDD8-conjugating enzyme Ubc12 (Homo sapiens) + NEDD8-activating enzyme E1 regulatory …; calls only at 25 µM; 0.58% of 360,000 active; AID 651699, 2012; in the data active = inhibition above about 36%
CSN inh = inhibitors of CSN-mediated cullin deneddylation, primary screen, biochemical, fluorescence polarization, uHTS | inhibition, % at 12.5 µM | 0.38% of 360,000 active | Purified CSN, SCF-Nedd8-OG deneddylation;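 active = pattern-corrected inhibition above about 35%, with an unprinted fluorescence ratio check between 0.5 and 1.5, limit read from the data, passing the limit was not always enough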;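 also: 0% = enzyme with substrate and 100% = substrate without enzyme; some results filed as inactive read as strong as hits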
Target sequence (Q92905 whole entry, looked up, one chain of several): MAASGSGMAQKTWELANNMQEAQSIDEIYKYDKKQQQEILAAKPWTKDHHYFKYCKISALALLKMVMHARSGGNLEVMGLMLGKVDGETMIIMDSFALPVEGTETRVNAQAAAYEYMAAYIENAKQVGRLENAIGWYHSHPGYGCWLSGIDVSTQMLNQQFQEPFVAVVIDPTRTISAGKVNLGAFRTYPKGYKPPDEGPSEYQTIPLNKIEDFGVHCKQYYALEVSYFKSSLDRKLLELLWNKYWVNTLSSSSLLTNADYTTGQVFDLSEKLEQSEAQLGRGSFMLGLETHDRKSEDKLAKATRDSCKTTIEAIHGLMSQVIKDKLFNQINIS
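Schedule: reaction 90 min, room temperature / Assay system: HEK293T-derived human Csn5 enzyme / Input: Csn5 at 0.24 nM final / Measure: inhibition of Csn5 cleavage, % / Control set: substrate-only high control, full reaction low control / Technique: fluorescence polarization of the substrate / Buffer or medium: Tris/NaCl/DTT buffer, pH 7.5 / Reagent: SCFSkp2-Nedd8OG substrate at 10 nM final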
Active calls of the source: *; i = inactive; nt = no result given.

Start of the data: the first 3 records (preview)
SUMO1-SIM PPI	Rpn11 block	Scp1 inh	NadD inh	DNMT1 block	LMPTP block	STEP inh	Rin1 Abl inh	Neddylation inh	CSN inh	structure
-28.6	i	7.5	-0.9	-8.2	-5.8	3.5	0.7	i	7.2	CN1CCC(N(C)S(=O)(=O)c2ccc(NC(=O)COc3ccc(Br)cc3Cl)cc2)CC1
-1.4	i	-3.7	1.5	8.0	-0.2	1.2	-2.0	i	-0.3	Cc1nc(N)sc1C(=O)N/N=C/c1c[nH]c2ccccc12
1.8	i	-0.3	-1.4	-0.2	-0.8	-1.3	3.0	i	-1.7	CC(C)CCNC(=O)C1CC(=O)N(CCc2ccccc2)C1 (stereo not drawn)

Main list, from the first entry:
SUMO1-SIM PPI	Rpn11 block	Scp1 inh	NadD inh	DNMT1 block	LMPTP block	STEP inh	Rin1 Abl inh	Neddylation inh	CSN inh	structure
-28.6	i	7.5	-0.9	-8.2	-5.8	3.5	0.7	i	7.2	CN1CCC(N(C)S(=O)(=O)c2ccc(NC(=O)COc3ccc(Br)cc3Cl)cc2)CC1
-1.4	i	-3.7	1.5	8.0	-0.2	1.2	-2.0	i	-0.3	Cc1nc(N)sc1C(=O)N/N=C/c1c[nH]c2ccccc12
1.8	i	-0.3	-1.4	-0.2	-0.8	-1.3	3.0	i	-1.7	CC(C)CCNC(=O)C1CC(=O)N(CCc2ccccc2)C1 (stereo not drawn)
-4.5	i	-16.3	-6.0	14.1	-1.3	4.8	-5.5	i	-1.5	Cc1ccc(CNC(=O)C2CCCN(c3nc4ccsc4c(=O)s3)C2)cc1 (stereo not drawn)
-1.4	i	5.0	2.5	2.2	-1.6	-4.9	-5.4	i	-0.5	COC(=O)c1cc(NC(=O)CCc2c(C)nc3ncnn3c2C)cc(C(=O)OC)c1
-23.3	i	8.1	14.0	-9.9	4.3	0.3	0.3	i	4.5	COc1cc(OC)c2c(-c3ccccc3)cc(=O)oc2c1C(CCN1CCCC(C)C1)c1ccc2c(c1)OCO2 (stereo not drawn)
0.9	i	-13.9	1.9	8.2	-1.2	-3.8	2.7	i	4.5	O=C(c1cc(-c2ccc(Cl)cc2Cl)on1)N1CCOCC1
5.3	i	-5.2	-1.5	0.6	-0.3	2.1	-1.0	i	-1.1	C=C(C)C(=O)Nc1nnc(-c2ccccc2C)s1
0.6	i	-11.8	1.2	0.7	3.3	-1.7	-3.1	i	-1.1	COc1ccccc1NC(=O)Nc1ccncc1
8.8	i	-2.0	-8.6	-2.5	-0.3	-2.0	-0.9	i	-4.0	O=C(CN1CCC(O)(c2cccc(C(F)(F)F)c2)CC1)NCCc1ccccc1
5.0	i	-1.6	-3.9	-4.1	-1.0	-2.0	-0.1	i	6.9	Cc1cccc(C)c1NC(=O)N1CC(C)OC(C)C1 (stereo not drawn)
-2.3	i	1.2	8.5	0.4	1.6	4.8	-2.8	i	-0.9	O=C(Nc1cccc(-c2ccc(N3CCOCC3)nn2)c1)c1ccc(F)cc1F
3.1	i	-0.8	-1.0	-0.6	1.1	-2.6	0.0	i	-0.3	Cc1cccc(NS(=O)(=O)c2ccc(C(=O)N3CCCC3)cc2)c1C
1.6	i	-1.8	-1.3	-6.6	0.1	-8.1	0.9	i	-3.7	CC1Cc2ccccc2N1S(=O)(=O)c1cnc[nH]1 (stereo not drawn)
-10.3	i	0.1	4.6	10.8	0.0	-0.3	-0.6	i	3.0	CC1(CCCN2C(=O)c3ccccc3C2=O)OCCO1
-1.1	i	-12.2	-5.4	0.3	-1.1	-1.4	-0.1	i	0.2	Cc1nn(C(CC(=O)O)C(=O)O)c(C)c1Br (stereo not drawn)
-3.8	i	10.1	3.9	-4.2	-0.6	1.5	1.6	i	-1.8	Cc1ccc(NC(=O)Nc2nnc(-c3ccncc3)s2)cc1
-0.2	i	-12.0	-8.1	-0.7	-0.1	0.5	0.3	i	-1.9	CC(=O)c1ccc(OCC(C)Oc2ccc(C#N)cc2)cc1 (stereo not drawn)
0.6	i	-13.9	4.0	1.4	-2.9	0.3	3.4	i	-2.7	CC(C)CC(NC(=O)C(CC(C)C)NC(=O)OC(C)(C)C)C(=O)O (stereo not drawn)
-12.3	i	-2.8	-0.4	-0.1	-0.6	2.9	0.6	i	-3.6	Cc1cc(NC(=O)CSc2nnc3ccc(-c4ccc(F)cc4)nn23)no1
6.3	i	23.9	-1.3	14.6	2.9	-0.5	-0.7	i	1.6	N#CCSc1nc2ccccc2c2nc3ccccc3n12
-1.6	i	-18.5	5.5	3.4	-1.0	-0.3	0.8	i	0.9	Cc1cc(C(F)(F)F)nc(Nc2nc(C)c3ccccc3n2)n1
-0.7	i	0.0	1.6	4.8	-0.4	0.6	-2.3	i	3.6	CC(C)(C)c1ccc(C(=O)NC(=S)Nc2ccc(N3CCOCC3)cc2)cc1
7.2	i	0.3	11.8	-16.0	4.1	-2.3	1.7	nt	-14.6	c1ccc(-c2cc(-c3nc4ccccc4[nH]3)c3ccccc3n2)cc1
-26.2	i	-7.2	-2.5	-3.3	-10.0	1.6	-1.8	i	4.9	CCOc1ccc(NC(=O)CN(C)C(=O)CC2CC3CCC2C3)cc1OCC (stereo not drawn)
3.2	i	9.7	0.9	-3.1	0.8	0.4	1.4	i	4.6	C[C@H](NC(=O)[C@@H]1CSC2c3ccccc3C(=O)N21)C(=O)NCCc1ccc(F)cc1 (stereo partly drawn)
-1.2	i	-8.5	-5.8	3.4	-1.5	1.3	-0.1	i	2.4	CC(C)N(CCNCc1nnc(-c2ccccc2)o1)C(C)C
-3.9	i	nt	-5.0	-0.4	-2.0	-1.7	0.8	i	0.9	CCOC(=O)C1CCCN(C(=O)c2ccccc2)CC1 (stereo not drawn)
-17.5	i	-15.3	-0.9	-3.0	3.9	2.4	-0.3	i	-3.6	CCCCN1C(=O)c2ccc(C(=O)Nc3ccc(C)c(S(=O)(=O)N(C)C)c3)cc2C1=O
-22.4	i	-3.0	-1.0	-5.7	0.6	-1.6	-4.7	i	2.2	O=C(Nc1ccc2c(c1)OCCO2)C1CCCN(S(=O)(=O)c2cccc3nsnc23)C1 (stereo not drawn)
-9.9	i	-7.6	-2.2	4.3	-0.8	-0.3	-0.8	i	8.2	O=C(N/N=C/c1cccs1)[C@H]1C[C@@H]1c1ccccc1
1.8	i	-9.2	0.2	-0.6	-1.3	-2.0	-1.7	i	1.0	C=C(C)C(=O)OCC(C)C
-2.9	i	6.3	-3.5	2.3	-2.2	-0.7	-0.8	i	6.7	COc1ccccc1CCN1CCCC(CN(C)C(=O)CCC(N)=O)C1 (stereo not drawn)
-2.5	i	nt	1.3	-5.0	1.2	-1.8	0.4	i	0.5	Cc1ccc(NS(=O)(=O)c2ccc(-n3cccn3)cc2)cc1Cl
-0.7	i	-2.0	-1.6	0.6	-0.6	-0.6	0.6	i	1.7	Cc1ccc(C2C(C#N)=C(N)Oc3cc(C)oc(=O)c32)o1 (stereo not drawn)
-3.6	i	-2.5	-8.7	1.3	0.8	-0.2	-0.8	i	-4.5	O=S(=O)(NCCCN1CCOCC1)c1ccc2ccccc2c1
3.6	i	-7.9	-4.0	2.2	-1.7	-0.4	1.9	i	4.7	CCN(CC)C(=O)Cn1cnc2sc(C)c(S(=O)(=O)N3CCC(C)CC3)c2c1=O
-24.7	i	-3.6	-0.6	-3.0	-0.9	2.9	0.5	i	-6.0	CC(=O)c1cc2c(cc1NC(=O)Cn1cnc3ccccc3c1=O)OCO2
-4.4	i	64.1*	5.3	30.1	10.9	-0.9	4.0	i	21.1	COCCCN(C(=O)c1cc(-c2ccco2)nc2ccccc12)c1c(N)n(Cc2ccccc2)c(=O)[nH]c1=O
-2.6	i	0.0	3.2	1.8	-0.1	-2.0	-3.6	i	-0.1	COc1ccc(CCNC(=O)CC(NS(=O)(=O)c2ccc(NC(C)=O)cc2)C(C)C)cc1OC (stereo not drawn)
1.6	i	-4.1	-6.7	-5.6	0.5	-1.9	-1.7	i	-10.8	COc1ccc2c(CC(=O)Nc3ccc(OC)c(S(=O)(=O)N4CCOCC4)c3)coc2c1
-1.4	i	nt	0.8	6.5	-1.6	-2.2	-2.2	i	5.2	O=C(NCCCN1CCCC1=O)C(=O)NCC1OCCCN1S(=O)(=O)c1ccccc1 (stereo not drawn)
0.1	i	-0.5	2.0	-0.8	-1.6	0.2	-1.6	i	4.8	Cc1cc(C)c(NC(=O)CCCN2CCN(C)CC2)c(C)c1
-0.4	i	nt	7.4	0.7	-0.1	-0.4	-1.7	i	-3.0	O[C@H]1CN(Cc2cccs2)[C@@H](c2ccc(Cl)cc2)C[C@@H]1n1cc(C2CC2)nn1
-7.1	i	1.5	-4.6	-2.6	-1.1	-2.6	-3.5	i	-1.0	CCCCN1C(=O)CC(Nc2ccc(CC)cc2)C1=O (stereo not drawn)
4.6	i	42.1	5.5	-2.2	7.4	-2.0	-0.4	i	-0.2	COc1ccc(/C=N/NC(=O)c2ccc(NC(=O)c3cccc([N+](=O)[O-])c3)cc2)c(C(=O)O)c1OC
2.7	i	-4.2	-2.7	-0.4	-0.8	-1.1	2.4	i	-2.0	Cc1ccccc1-n1ncc(C(C)NS(=O)(=O)c2sccc2C)c1C (stereo not drawn)
0.2	i	nt	1.1	-0.3	-1.4	-1.2	1.5	i	-2.1	CC(C)c1ccccc1NC(=O)Nc1nnc([C@@H]2C[C@H](O)[C@@H](CO)O2)s1
-2.5	i	-7.2	-1.8	0.7	-0.3	-2.8	-0.4	nt	-16.7	CSc1nc2c(c(=O)[nH]1)C(c1ccccc1)C1=C(CC(C)(C)CC1=O)N2 (stereo not drawn)
-0.9	i	-0.7	7.2	3.3	-0.2	-1.4	-1.4	i	-2.8	O=C(NNC1=NCCC1)c1cccc(Br)c1
4.3	i	2.2	-5.8	3.1	-2.1	1.4	1.3	i	1.1	CC(C)c1[nH]c(=O)c(C#N)c2c1COC(C)(C)C2
-10.7	i	-1.2	6.1	-19.1	8.0	1.0	7.2*	i	2.3	Brc1ccc(C=Nc2ccc(Nc3ccccc3)cc2)s1

Assay outcomes as filed in PubChem.
